# POLK inh = inhibitors of human DNA polymerase kappa; Q9UBT6; purified Pol kappa, fluorescent DNA synthesis assay, 10 min; Potency, µM (titrated, usually from 107 µM), for inactives: at the highest dose activity, negative = inhibition, usual class: inhibitors; hit rate 0.53% among 400,000; note: potency is the fitted concentration of half-maximal effect; % is set by controls: 0 for no effect and ±100 for the full control effect
# Target sequence (Q9UBT6 whole entry, looked up): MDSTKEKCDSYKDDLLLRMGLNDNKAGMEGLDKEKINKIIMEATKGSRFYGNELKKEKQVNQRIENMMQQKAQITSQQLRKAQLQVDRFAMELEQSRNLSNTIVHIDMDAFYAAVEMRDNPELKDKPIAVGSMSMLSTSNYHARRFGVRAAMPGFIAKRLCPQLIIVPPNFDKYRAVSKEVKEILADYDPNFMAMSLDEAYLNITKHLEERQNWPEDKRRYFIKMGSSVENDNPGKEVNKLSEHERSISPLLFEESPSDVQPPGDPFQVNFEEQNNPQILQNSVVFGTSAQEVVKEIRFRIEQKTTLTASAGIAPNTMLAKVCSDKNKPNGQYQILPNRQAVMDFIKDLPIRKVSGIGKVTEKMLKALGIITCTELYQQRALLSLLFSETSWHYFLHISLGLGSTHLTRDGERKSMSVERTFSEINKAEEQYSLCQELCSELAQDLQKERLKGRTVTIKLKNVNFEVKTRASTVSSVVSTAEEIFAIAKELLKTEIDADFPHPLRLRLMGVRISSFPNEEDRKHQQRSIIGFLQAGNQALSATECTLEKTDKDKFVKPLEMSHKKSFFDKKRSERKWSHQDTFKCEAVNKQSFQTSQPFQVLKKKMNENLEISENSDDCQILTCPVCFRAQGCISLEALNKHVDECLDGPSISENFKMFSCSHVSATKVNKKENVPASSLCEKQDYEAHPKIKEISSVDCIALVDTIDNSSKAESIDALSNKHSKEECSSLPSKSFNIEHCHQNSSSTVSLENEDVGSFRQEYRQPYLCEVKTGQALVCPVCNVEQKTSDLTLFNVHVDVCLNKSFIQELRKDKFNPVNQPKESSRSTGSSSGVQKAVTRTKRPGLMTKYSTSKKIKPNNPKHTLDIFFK
#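 Pol kappa 10 nM + cpd, 15 min RT; start w/ substrate 50 nM final; fluorescence kinetic read, 0 and 10 min. Neg ctrl: buffer, no enzyme.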
# APE1 inh = APE1 (human) endonuclease inhibition; P27695; recombinant APE1, TAMRA/BHQ-2 abasic DNA cleavage fluorescence; Potency, µM (series often up to 65.8 µM), inactives show at the highest dose activity change, negative = inhibition, hits mostly inhibitors; hit rate 0.35% among 350,000; AID 2517;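 note: potency is the fitted concentration of half-maximal effect; plate controls were vehicle for no effect and reference inhibitor for full effect; nearly all actives have a fitted effect of over 55% in size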
#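 Quantitative HTS: incision of a TAMRA/BHQ-2 double-stranded substrate bearing a tetrahydrofuran abasic site by 0.75 nM APE1 raises fluorescence. Substrate 50 nM final, added after 15 min compound preincubation at room temperature; progress as third-minus-first kinetic read difference.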
# Apoferritin bind = binds horse apoferritin like a general anesthetic | P02791 | Potency, µM (top dose mostly 77.5 µM), for inactives: at the highest dose activity change, negative = displacement, usual class: inhibitors | apoferritin/1-aminoanthracene competitive binding, fluorescence | hit rate 0.074% among 350,000; note: potency is the fitted concentration of half-maximal effect; % is set by controls: 0 for no effect and ±100 for the full control effect; nearly all actives have a fitted effect of over 20% in size
# Target sequence (P02791 2-175 limits assumed): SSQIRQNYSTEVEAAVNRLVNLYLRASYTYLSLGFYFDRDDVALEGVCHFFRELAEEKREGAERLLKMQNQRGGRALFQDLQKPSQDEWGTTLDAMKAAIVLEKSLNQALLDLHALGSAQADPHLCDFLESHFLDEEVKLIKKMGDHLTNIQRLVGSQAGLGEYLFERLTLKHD
#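 10 uM apoferritin + 50% sat. 1-AMA, PBS; cpd 10 min RT; Ex380/Em535 endpoint; normalized to free probe vs complex; 4-param Hill fit; propofol titration as pos. ctrl.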
# Pol beta inh = DNA polymerase beta (human) inhibition | P06746 | Pol beta primer extension/strand displacement, fluorescence kinetic | Potency, µM (titrated, usually from 114 µM), without a hit: at the top dose activity change, negative = inhibition, most hits filed as inhibitors | hit rate 1.3% among 340,000 | AID 485314; note: potency is the fitted concentration of half-maximal effect; % is set by controls: 0 for no effect and ±100 for the full control effect
#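 Reaction started by 50 nM substrate onto compound-treated Pol beta (10 nM, 15 min preincubation, room temperature); plates read at 0 min and 10 min. Normalized concentration-effect data fitted by four-parameter Hill equation.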
# ERG-DNA inh = ERG Ets/DNA interaction inhibition. Potency, µM (highest dose often 76.9 µM), without a hit: top-dose FP activity, negative = inhibition, usual class: inhibitors. hit rate 0.028% among 370,000. P11308. fluorescence polarization, His-ERG Ets domain / labelled DNA. AID 624246; active = well fitted inhibition curve with a large enough effect in the polarisation, with a control signal flat; inconclusive = small, poorly fitted or top-dose-only effect, or effect the other way, or a change in a side signal; inactive = no such curve, though single readings can be large or run the other way; the % refers to the polarisation;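 note: polarization taken with two DNA probes labelled with fluorescein and Texas red; potency is the fitted concentration of half-maximal effect; % of control where 0% means no effect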
#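 His-tagged ERG Ets domain (1 uM in the protein solution; 300mM KCl, 50mM Tris-HCl, 1mM EDTA, 1mM DTT, pH 7.5) received compound, then a probe mix of 5 nM fluorescein-DNA and 100nM Texas-615-DNA. Fluorescence polarization was read for both dyes.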
# 12-LOX inh = ALOX12 (human) lipoxygenase inhibition. P18054. purified 12hLO, xylenol orange hydroperoxide absorbance. Potency, µM (series often up to 108 µM), inactives show at the highest dose activity change, negative = inhibition, most hits filed as inhibitors. hit rate 1.1% among 580,000. AID 1671190; note: potency is the fitted concentration of half-maximal effect; % is set by controls: 0 for no effect and ±100 for the full control effect
#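 Purified human 12hLO (150 nM final) in 25 mM Hepes, 0.01% Triton X-100, pH 7.0 was preincubated 15 min at room temperature with compound. Then 40 uM arachidonic acid was added, 30 min. Hydroperoxide was read by Fe-XO absorbance ratio 573/405 nm.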
# POLI inh = blocks human DNA polymerase iota activity; Potency, µM (top dose mostly 115 µM), for inactives: at the top dose activity, negative = inhibition, most hits filed as inhibitors; AID 588590; Pol iota fluorescent replication assay, 10 min; hit rate 1% among 390,000; note: potency is the fitted concentration of half-maximal effect
#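 Pol iota at 10 nM preincubated 15 min with compounds at room temperature; reaction started with fluorescent substrate, 50 nM final. Fluorescence read kinetically at 0 and 10 min; buffer-only wells as negative control.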
# TRHR agonist = agonists of human TRH receptor; TRHR cells, calcium flux fluo-8, FDSS agonist mode; activation, % at 2 µM; hit rate 0.18% among 360,000; P34981; in the data active = activation above about 30%; note: 0% is about no effect
#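 Steps: seed TRHR cells overnight; add fluo-8 no-wash Ca dye, RT 30 min–1.5 h; record 10 s baseline; pin-transfer compounds; monitor fluorescence 1 cycle/s for the agonist window. Calcium increases flag candidate agonists.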
# BLM helicase inh = blocks DNA unwinding by human BLM helicase | P54132 | recombinant BLM DNA unwinding, fluorescence dequenching | Potency, µM (highest dose often 56.1 µM), without a hit: top-dose activity change, negative = inhibition, hits mostly inhibitors | hit rate 0.2% among 350,000;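 note: potency is the fitted concentration of half-maximal effect; plate controls were vehicle for no effect and no enzyme for full effect; nearly all actives have a fitted effect of over 35% in size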
# Numbers without * were called inactive; ? = inconclusive; · = no result given; & = joins results of further samples; [ ] = another dose, or the depositor's remark. Unless noted, calls come from the whole dose curve; as a rule, active = well fitted curve in the direction sought with a large enough effect; inconclusive = small, poorly fitted or top-dose-only effect, or another doubt; inactive = no such curve, though single readings can be large; an effect the other way counts as inactive or inconclusive. A portion of the library; the hit share may differ from the screen's.
SMILES,POLK inh,APE1 inh,Apoferritin bind,Pol beta inh,ERG-DNA inh,12-LOX inh,POLI inh,TRHR agonist,BLM helicase inh
CC(=O)c1ccc(N2CCN(C(=O)CCCCn3c(=O)[nH]c4ccccc4c3=O)CC2)cc1,1.7%[60.1 µM],·,-10.6%,10.8%,-1.8%,?,-20.5%,-0.3,1.5%
CCS(=O)(=O)c1ccc(O)c(NC(=O)c2cc(-c3ccccn3)nc3ccccc23)c1,?,8.9%,·,·,-2.7%,0.0%,?,·,·
CCC1CCCCN1CCCNC(=O)c1c(C)oc2ncn(CC(C)C)c(=O)c12 (stereo not drawn),-0.8%,·,-6.9%,18.4%,-1.7%,-4.1%,21.9%,0.6,-6.6%
Cc1cc(S(=O)(=O)Nc2nc(CN3CCOCC3)nc3sc4c(c23)CCCC4)ccc1F,-11.2%,-6.5%,-21.5%,0.6%,-0.5%,0.0%,6.1%,1.6,-1.1%
COc1ccc(NC(=O)CCS(=O)(=O)c2ccc3c(c2)CCCN3C(C)=O)cc1Cl,-22.6%,24.8%,-19.1%,3.0%,1.4%,-24.4%,-4.8%,0.4,-3.7%
O=C(Nc1cccc2ncccc12)c1ccccc1F,8.6%,32.5%,-10.1%,5.7%,-10.9%,23.7%,27.3%,-0.4,-4.1%
Cc1ccc(CN2CC(C(=O)Nc3ccc4c(C)cc(=O)oc4c3)CC2=O)cc1 (stereo not drawn),-14.6%,13.6%,-18.1%,?,7.5%,?,-13.2%,-0.5,-7.7%
CC(=O)NCc1cc(-c2nn(C)c(=O)c3ccccc23)ccc1C,0.6%,0.4%,-4.3%,21.3%,-19.5%,9.6%&0.0%,15.6%,-1.2,3.1%
O=C(c1cc(F)c(F)cc1Cl)N1CCCc2ccccc21,-2.3%,-11.7%,?,3.2%,13.1%,23.9%,8.0%,-0.7,-5.5%
COc1cc(Oc2nc(C(F)(F)F)nc3ccccc23)ccc1C=O,3.6%,-10.7%,4.9%,47.6%,12.5%,0.0%,-11.9%,-1.9,-5.4%
COc1ccc(CCNC(=O)C2CCCN(C(=O)N(C)C)C2)c(OC)c1 (stereo not drawn),-4.5%,-1.0%,-1.3%,-0.8%,·,17.3%,5.1%,0.6,0.7%
Cc1cc(C(=O)N2CCC(Cc3ccccc3)CC2)c(C)o1,-1.3%,2.9%,-10.5%,8.7%,10.1%,?,27.8%,-0.4,-1.3%
COc1ccc(-c2nnc(SC(C)C(=O)O)o2)cc1 (stereo not drawn),6.4%,·,4.2%,22.5%,?,?,-20.8%,-1.9,-1.5%
CCN(CC)C(=O)CSc1nnc(-n2nc(C)cc2C)c2ccccc12,-6.8%,-5.0%,-15.3%,12.8%,-0.5%,1.1%,10.3%[58.9 µM],-0.2,-5.3%
CN(Cc1ccccc1)C(=O)c1[nH]cnc1C(=O)Nc1ccc(Cl)cc1,-5.4%,-11.4%,·,·,-11.8%,-19.7%,11.6%,0.3,·
COC(=O)c1cc2c(s1)CS(=O)C2 (stereo not drawn),-2.1%,9.7%,-6.2%,33.5%,-1.5%,21.8%,20.2%,0.1,-17.8%
COc1cc(Nc2nc(SCc3ccc(Cl)cc3)nc3ccccc23)cc(OC)c1,-7.4%[60.1 µM],·,261.9%[activator],-4.6%,12.2%,0.0%,-8.4%,0.5,-9.1%
Cc1ccc(NC(=O)c2ccccc2NC(=O)c2cccnc2)cc1,-5.9%,12.1%,3.4%,3.2%,-5.4%,?,59.9%[activator],1.0,-3.9%
O=C(Cn1nc(N2CCN(c3ccccc3)CC2)ccc1=O)NCc1ccccc1F,-0.7%,·,-17.0%,14.6%,0.1%,-14.4%,8.8%,0.3,-0.7%
O=C(NCCC1=CCCCC1)C1CC(=O)N(C2CCCCC2)C1 (stereo not drawn),-3.4%,-0.8%,-9.0%,14.3%,·,-10.4%,4.5%,-0.5,-0.3%
CCOC(=O)Cn1nc(C)c(NC(=O)c2ccc([N+](=O)[O-])c(C)c2)c1C,-3.7%,-4.5%,-10.8%,-30.5%,14.9%,0.0%,46.6%[activator],-0.2,-1.7%
Cc1ccc2cc3cc(C(=O)N4CCCCC4C)oc3nc2c1 (stereo not drawn),-12.8%,5.6%,?,45.2%,-25.1%,0.0%,6.7%,·,-0.9%
Cc1ccccc1Nc1nc(N)nc(COC(=O)c2ccc(S(=O)(=O)N(C)C)cc2)n1,-13.9%,4.7%,-4.3%,0.6%,-1.4%,17.2%,-6.0%,0.4,1.2%
COC(=O)c1ccc(-n2nnnc2SCc2ccccc2OC)cc1,-8.4%,1.2%,-19.0%,23.7%,0.6%,12.7%,-2.1%,1.6,-5.6%
CC(C)n1c(=O)[nH]c2cc(C(=O)Nc3ccccc3)ccc21,4.3%,6.3%,-8.2%,?,0.5%,-2.2%,10.0%,0.3,-5.6%
O=C(O)C1C2C=CC(C2)C1C(=O)NCc1ccccc1 (stereo not drawn),10.7%,-1.3%,·,·,-0.8%,0.8%,42.4%[activator],0.6,·
Oc1ccc(-c2n[nH]c(=S)n2Cc2ccco2)cc1,-5.5%,1.5%,-13.8%,4.5%,0.4%,?,29.1%,0.2,2.3%
Cc1cc(NC(=O)C2C3C(=O)N(c4cccnc4)C(C(=O)NC(C)(C)C)C34C=CC2(C)O4)no1 (stereo not drawn),0.4%,0.9%,-3.6%,0.6%,5.2%,3.2%,149.1%[activator],0.1,-3.0%
Cc1cc(C)c(C#N)c(SCSCc2ccccc2)n1,-14.4%[60.1 µM],1.8%,64.3%[activator],-0.5%,·,-3.5%,15.5%,0.2,2.8%
CCN(CC)CCN(Cc1cc2cc3c(cc2[nH]c1=O)OCCO3)C(=S)NCCCOC,1.0%,28.7%,-1.4%,0.9%,0.7%,-6.8%,124.0%[activator],0.6,-3.3%
O=C(O)c1ccccc1Sc1ncnc2sc3c(c12)CCC3,-11.4%,-1.3%,-7.2%,-16.1%,1.5%,1.0%,132.9%[activator],-0.3,-6.7%
CN1C(=O)c2cccc(NCCCN3C(=O)c4ccccc4C3=O)c2C1=O,7.5%,4.0%,2.6%,?,6.7%,5.4%,-23.9%,2.1,-1.2%
Cc1ccc2occ(CC(=O)Nc3c(C(=O)Nc4ccc(Cl)cc4)oc4ccccc34)c2c1,-4.6%,·,0.6%,5.9%,0.7%,3.3%,14.0%,1.7,-5.7%
CCOc1cc(N2CCOCC2)c(OCC)cc1NC(=O)C1CC(=O)N(c2ccc(C)cc2)C1 (stereo not drawn),2.7%,4.8%,·,·,-0.4%,0.4%,16.1%,-0.9,·
c1cn2c(Nc3ccc4c(c3)OCCO4)c(-c3ccc(N4CCOCC4)cc3)nc2cn1,-8.6%,-4.6%,7.0%,-1.1%,2.2%,0.0%,11.1%,-1.0,-5.4%
Cc1ccc(-n2nnnc2SCC(=O)Nc2ccccc2-c2ccccc2)cc1C,-6.8%,3.5%,79.1%[activator],-3.0%,-9.5%,-17.1%,7.1%,-1.6,-9.0%
Cc1nnc(SCc2cc(=O)[nH]c(/N=C(\N)Nc3ccccc3)n2)s1,-1.3%,12.8%,10.2%,-0.6%,-0.1%,4.0%,30.3%[activator],0.6,6.0%
Cc1ccc(N(Cc2ccc(C(=O)Nc3ccccc3C(=O)NCc3ccco3)cc2)S(C)(=O)=O)cc1C,-7.8%,6.1%,-7.1%,19.9%,-2.5%,6.2%,4.3%,1.0,-13.2%
COc1cccc(/C=N/NC(=O)CCc2ccccc2)c1,-7.8%,-1.1%,-18.5%,-3.3%,·,4.7%,11.1%,0.4,-1.8%
O=C(CSc1nc2[nH]ncc2c(=O)n1-c1ccccc1)NCc1cccs1,5.8%,-0.7%,1.6%,52.5%,6.0%,218.1%[activator],23.3%,-0.2,-15.7%
O=C(Nc1ccc(F)cc1)NC1CCN(Cc2c(F)cccc2Cl)CC1,-1.6%,1.2%,-4.6%,0.0%,-0.3%,46.9%[activator],-25.4%,0.8,-1.1%
O=C(NCC(c1cccs1)N1CCOCC1)c1cccnc1 (stereo not drawn),-1.2%,27.3%,-0.9%,-4.3%,6.4%,·,14.5%,0.9,-5.4%
CCc1cc(C(=O)N2CCN(c3ncc(C(F)(F)F)cc3Cl)CC2)sc1C,-7.9%,59.7%[activator],-8.6%,-0.2%,5.4%,-21.0%,11.9%,-0.7,-15.6%
CNC(=S)N/N=C/c1ccc(-c2cccc(C(=O)O)c2)o1,-24.5%,1.0%,-7.3%,-12.7%,-6.7%,?,47.8%[activator],0.4,-2.7%
O=C(O)C1CCCN1c1nc(C(F)(F)F)nc2ccccc12 (stereo not drawn),2.2%,17.5%,-3.9%,49.9%,4.1%,-26.8%,19.0%,-0.6,-1.1%
CN1C(=O)NC(c2ccccc2[N+](=O)[O-])C2=C1CC(C)(C)CC2=O (stereo not drawn),-24.8%,-5.9%,-12.7%,-1.0%,-4.9%,?,44.0%[activator],-0.1,-1.9%
O=C(CCC1CCCN(C2C3CC4CC(C3)CC2C4)C1)NCc1ccc(F)c(F)c1 (stereo not drawn),8.6%,-3.3%,-7.5%,14.7%,2.6%,-5.5%,42.3%[activator],0.4,-0.3%
CCN(CC)CCN(C(=O)Cn1nnc(-c2ccc(OC)c(OC)c2)n1)C(C(=O)NC1CCCC1)c1ccc(F)cc1 (stereo not drawn),-12.5%,-1.2%,0.5%,-10.9%,·,-2.2%,3.1%,-0.3,-2.6%
